S-ASM inh = human S-ASM enzyme inhibition | P17405 | placental ASM, HMU-PC fluorogenic substrate, 60 min | Potency, µM (titrated, usually from 57.5 µM), for inactives: at the top dose activity change, negative = inhibition, most hits filed as inhibitors | actives 0.006% (n = 340,000) | AID 504937; note: potency is the fitted concentration of half-maximal effect
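Human placenta-derived ASM preincubated with compound 10 min at room temperature, then reacted with 9 uM (final) fluorogenic HMU-PC substrate for 60 min at 37 C. Stop solution raises pH to 10; fluorescence read at Ex 386/Em 447 nm.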
TCR act = activators of T cell receptors; primary human leukocytes, anti-CD3, IL-2 HTRF, 48 h; Potency, µM (series often up to 9.22 µM), without a hit: at the highest dose activation of IL-2 secretion, usual class: activators; 330,000 tested, under 10 active; note: % of control where 0% means no effect
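TCR engagement came from a-CD3 beads alone, with compounds added to primary human leukocytes for 48 hr. Secreted IL-2 bridged europium cryptate- and d2-labelled anti-IL-2 antibodies, giving FRET emission at 665nm after 320nm excitation.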
Mito fusion act = blocks mitochondrial division or promotes mitochondrial fusion | actives 0.23% (n = 320,000) | S. cerevisiae fusion-defective mutant growth rescue, CellTiterGlo 48 h | Potency, µM (top dose mostly 46.1 µM), for inactives: at the highest dose growth rescue (activation), hits mostly activators | AID 485298;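 note: potency is the fitted concentration of half-maximal effect; % of control where 0% means no effect; nearly all actives have a fitted effect of over 45% in size; temperature-sensitive fusion mutants such as fzo1-1 at 37 °C on non-fermentable ethanol glycerol medium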
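S. cerevisiae fusion-defective temperature-sensitive mutants (e.g. fzo1-1, mgm1-5) grown 48 h at 37C in YPEG (ethanol/glycerol non-fermentable) medium with 23 nl compound per well; growth rescue read as CellTiterGlo luminescence.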
Menin MLL FP TR = displaces Texas Red mutant MLL peptide from human menin. actives 0.23% (n = 270,000). Menin + Texas Red MLL mutant peptide, fluorescence polarization. O00255. Potency, µM (titrated, usually from 61.6 µM), for inactives: at the highest dose FP activity change, negative = inhibition, actives largely listed as inhibitors; active = well fitted inhibition curve with a large enough effect in the polarisation, with a control signal flat, not every such curve was filed as active; inconclusive = small, poorly fitted or top-dose-only effect, or effect the other way, or a change in a side signal; inactive = no such curve, though single readings can be large or run the other way; the % refers to the polarisation; note: potency is the fitted concentration of half-maximal effect; % of control where 0% means no effect; many of its hits are not listed in these tables
Target sequence (O00255 whole entry, looked up): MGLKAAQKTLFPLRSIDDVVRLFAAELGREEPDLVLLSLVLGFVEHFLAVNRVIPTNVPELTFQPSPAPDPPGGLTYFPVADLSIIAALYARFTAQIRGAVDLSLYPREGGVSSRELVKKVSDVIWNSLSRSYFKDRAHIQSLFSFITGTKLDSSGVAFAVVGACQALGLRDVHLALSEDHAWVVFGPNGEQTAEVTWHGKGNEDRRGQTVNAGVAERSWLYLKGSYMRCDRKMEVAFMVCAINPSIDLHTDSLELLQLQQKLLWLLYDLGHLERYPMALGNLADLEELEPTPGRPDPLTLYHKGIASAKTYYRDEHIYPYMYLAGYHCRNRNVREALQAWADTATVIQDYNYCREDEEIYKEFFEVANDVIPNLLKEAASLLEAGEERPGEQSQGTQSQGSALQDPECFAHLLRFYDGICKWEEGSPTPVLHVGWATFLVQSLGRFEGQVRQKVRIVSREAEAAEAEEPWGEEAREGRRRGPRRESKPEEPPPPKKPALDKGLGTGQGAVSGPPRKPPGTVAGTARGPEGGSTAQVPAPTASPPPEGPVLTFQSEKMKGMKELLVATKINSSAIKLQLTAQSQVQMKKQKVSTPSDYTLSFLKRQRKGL
TSG101-PTAP inh = blocks PTAP/TSG101 interaction to inhibit HIV-1 budding; Fluorescence polarization, FITC-PTAP peptide / Tsg101 binding; Potency, µM (highest dose often 115 µM), inactives show at the top dose activity change, negative = inhibition, actives largely listed as inhibitors; 340,000 tested, under 10 active; AID 493005; active = well fitted inhibition curve with a large enough effect in the main read-out, with a control signal flat, not every such curve was filed as active; inconclusive = small, poorly fitted or top-dose-only effect, or effect the other way, or a change in a side signal; inactive = no such curve, though single readings can be large or run the other way; note: potency is the fitted concentration of half-maximal effect; % of control where 0% means no effect
Target sequence (Q99816 whole entry, looked up): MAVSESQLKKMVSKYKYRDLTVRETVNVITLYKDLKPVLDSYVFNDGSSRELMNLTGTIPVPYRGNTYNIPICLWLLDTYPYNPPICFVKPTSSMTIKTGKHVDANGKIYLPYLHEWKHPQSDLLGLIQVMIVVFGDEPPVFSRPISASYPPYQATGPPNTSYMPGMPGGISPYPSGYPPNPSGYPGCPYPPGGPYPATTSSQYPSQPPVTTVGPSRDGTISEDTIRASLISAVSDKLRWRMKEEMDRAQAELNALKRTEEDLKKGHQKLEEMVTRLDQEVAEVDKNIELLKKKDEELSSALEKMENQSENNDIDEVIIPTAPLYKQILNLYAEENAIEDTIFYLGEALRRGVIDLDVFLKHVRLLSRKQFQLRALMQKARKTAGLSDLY
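Fluorescence polarization binding of Tsg101 binding domain (10 uM final) to FITC-labeled PTAP peptide (50 nM final) in HEPES pH 7.5 buffer with NaCl, Tween 20, EDTA, TCEP. Compounds added before peptide; binding 20 min at RT.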
MLL CXXC-DNA inh = blocks binding of human MLL CXXC domain to DNA; Q03164; MLL-CXXC / FITC-HOXA9 DNA fluorescence polarization; Potency, µM (titrated, usually from 115 µM), inactives show at the highest dose activity change, negative = inhibition, actives largely listed as inhibitors; actives 0.037% (n = 290,000); active = well fitted inhibition curve with a large enough effect in the polarisation, with a control signal flat, not every such curve was filed as active; inconclusive = small, poorly fitted or top-dose-only effect, or effect the other way, or a change in a side signal; inactive = no such curve, though single readings can be large or run the other way; the % refers to the polarisation; note: potency is the fitted concentration of half-maximal effect
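Steps: dispense CXXC domain solution (7 uM) → pin compounds or unlabeled HOX-A9 DNA control → 5 min ambient → add FLSN-HOX-A9 solution (50 nM) → spin → 30 min ambient → fluorescence polarization. Tris pH 7.5/NaCl/DTT/BSA buffer.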
a7 integrin act = integrin-mediated muscular dystrophy alleviation activation. alpha7betagal myoblasts, beta-gal FDG fluorescence, 48 h. Potency, µM (highest dose often 38.3 µM), without a hit: top-dose activation, actives largely listed as activators. actives 0.064% (n = 350,000). AID 624291;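 note: potency is the fitted concentration of half-maximal effect; 100% = response of the positive control SU9516; nearly all actives have a fitted effect of over 60% in size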
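alpha7betagal+/- myoblasts (passage 13, 250/well) treated 48 h at 37C with compounds at 1:260 dilution of DMSO stock. Lysed, then beta-galactosidase activity read as FDG fluorescence (ex 480/em 540) after 30 min, with pre-read for autofluorescence.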
MBNL1 CUG block = inhibitors of human MBNL1 binding to CUG repeat RNA. Q9NR56. AID 2675. Potency, µM (doses to about 57.5 µM), without a hit: top-dose activity change, negative = inhibition, usual class: inhibitors. actives 0.036% (n = 280,000). TR-FRET MBNL1-His/biotin-(CUG)12 binding, 665/545 ratio; active = well fitted inhibition curve with a large enough effect in the signal ratio, with a control signal flat, not every such curve was filed as active; inconclusive = small, poorly fitted or top-dose-only effect, or effect the other way, or a change in a side signal; inactive = no such curve, though single readings can be large or run the other way; the % refers to the signal ratio; note: potency is the fitted concentration of half-maximal effect; % is set by controls: 0 for no effect and ±100 for the full control effect
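His-tagged MBNL1 binding to biotinylated (CUG)12 RNA was measured by TR-FRET using terbium anti-His antibody (0.055 ng/ul final) and streptavidin-XL665 (5 nM final). Compounds were titrated 92 nM to 58 uM; 60 min at room temperature.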
A-T KAP1 phos = candidate therapy for ataxia-telangiectasia; […] A-T fibroblasts, KAP-1 phosphorylation AlphaLISA; neocarzinostatin DNA damage 30 min before lysis; Potency, µM (top dose mostly 57.5 µM), without a hit: at the highest dose activation, most hits filed as activators; actives 0.19% (n = 320,000); note: potency is the fitted concentration of half-maximal effect; % of control where 0% means no effect; nearly all actives have a fitted effect of over 45% in size
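ATM-like activity read as KAP-1 phosphorylation via AlphaLISA donor/acceptor antibody pairs after lysis and 6 hr at 25C. Cells were ATM-null patient fibroblasts ([…], hTERT), dosed 60 min, then exposed to the DSB inducer NCS for 30 min.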
TSHR antag = blocks TSH signaling through the human TSH receptor; P16473; TSHR-expressing cells, TSH-stimulated cAMP HTRF, 2 h; hits give low values; activity change, negative = inhibition, % at 11.5 µM; actives 0.2% (n = 330,000); AID 504810;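 active = activity change below a set negative limit, meaning inhibition stronger than a set level, cut at about -70% in these data; inconclusive = activity change between two set negative limits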; note: % is set by controls: 0 for no effect and ±100 for the full control effect
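TSHR-expressing cells, 200/well, pre-treated with compound, then stimulated with EC80 TSH (4nM final) for 2 hours at 37 deg C. cAMP measured by competitive HTRF: anti-cAMP cryptate antibody in lysis buffer plus cAMP-d2, read after 30 minutes at room temperature.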
An asterisk follows results filed as active; ? = inconclusive; nt = no result given; & = joins results of further samples; [ ] = another dose, or the depositor's remark. Unless noted, calls come from the whole dose curve; as a rule, active = well fitted curve in the direction sought with a large enough effect; inconclusive = small, poorly fitted or top-dose-only effect, or another doubt; inactive = no such curve, though single readings can be large; an effect the other way counts as inactive or inconclusive.

SMILES	S-ASM inh	TCR act	Mito fusion act	Menin MLL FP TR	TSG101-PTAP inh	MLL CXXC-DNA inh	a7 integrin act	MBNL1 CUG block	A-T KAP1 phos	TSHR antag
Cc1ccccc1NC(=O)C1CCCN1S(=O)(=O)c1ccc2c(c1)n(C)c(=O)c(=O)n2C (configuration not stated)	0%	3%	-2%	-2%	0%	22%	-7%	-18%	1%	1
CCc1ccc(Nc2nnc(SCC(=O)c3ccc4c(c3)NC(=O)CO4)s2)cc1	nt	nt	-3%	2%	nt	20%	nt	0%	3%	14
Cc1ccc(NC(=O)NN(C)c2c(Cl)c(Cl)nn2C)cc1	0%	-8%	-2%	4%	0%	-3%	-9%	0%	1%	-2
CCCCn1c(N)c(N(CCC(C)C)C(=O)COC(=O)c2sccc2C)c(=O)[nH]c1=O	7%	0%	-3%	nt	-4%	nt	-15%	nt	25%	32
COc1ccc(N(C(=O)c2ccco2)C(C(=O)NC2CCCC2)c2ccccc2)cc1 (configuration not stated)	1%	3%	3%	?	-2%	-5%	-11%	-7%	-5%	3
O=c1[nH][nH]c(C(F)(F)F)c1/C=N/N1CCOCC1	2%	5%	2%	15%	-1%	0%	17%	5%	-1%	-2
CS(=O)(=O)N(CC(=O)Nc1ccccc1Br)Cc1ccccc1	0%	nt	3%	3%	-2%	-5%	-7%	-2%	-2%	1
Cc1occc1-c1nnc(SCC(=O)c2ccc(Cl)cc2)n1C	-2%	-1%	1%	31%[activator]	-6%	7%	0%	1%	-3%	-2
O=C(NN1C(=O)C2C3C=CC(O3)C2C1=O)c1cccc(Br)c1 (configuration not stated)	0%	-3%	5%	-5%	-1%	12%	14%	-4%	1%	1
CCCn1nc(C(=O)OCC(=O)Nc2ncc(Cl)c(C)c2Cl)c2ccccc2c1=O	1%	-1%[46.1 µM]	0%	-17%	-12%	6%	2%	-11%	-5%	3
O=[N+]([O-])c1ccc(Nc2cccc(F)c2)nc1	-6%	2%	3%	?	-2%	7%	-3%	?	4%	-11
CC(NC(=O)COC(=O)/C=C/c1ccc(Cl)cc1)c1ccccc1 (configuration not stated)	2%	-3%	3%	-5%	1%	-4%	-2%	2%	3.2µM*	30
CN(C(=O)COC(=O)c1c2c(nc3ccccc13)/C(=C/c1cccc([N+](=O)[O-])c1)CCC2)C1CCS(=O)(=O)C1 (configuration not stated)	-8%	-7%[46.1 µM]	-2%	-10%	-1%	0%	-44%[inhibitor]	17%	0%	0
O=C(NCCCCc1ccccc1)c1ccc(Br)o1	-1%	16%[46.1 µM]	0%	1%	0%	15%	8%	-22%	11%	-38
COc1ccc(CCNC(=O)CCCCCN2C(=O)c3ccccc3C2=O)cc1OC	2%	0%[46.1 µM]	-4%	1%	-1%	-6%	10%	4%	-1%	-2
CC(=O)c1cc(-c2ccccc2)n(CCC(=O)NC2CCCCC2)c1C	1%	1%[46.1 µM]	3%	-1%	-5%	0%	8%	12%	-3%	-13
CCc1nc(N2CCN(C(=O)CCl)CC2)c2c3c(sc2n1)CC(C)CC3 (configuration not stated)	-2%	12%	-6%	?	-5%	28%	-55%[inhibitor]	9%	-2%	-3
O=C(COC(=O)CCC(=O)c1cccs1)NCc1cccs1	2%	-2%	0%	nt	1%	0%	5%	nt	3%	-4
COc1ccc(C(=O)Nc2ccccc2C(=O)NC(Cc2ccc(O)cc2)C(=O)NNC(=O)c2ccc(C)cc2)cc1 (configuration not stated)	-1%	-2%[46.1 µM]	-1%	-15%	-1%	11%	4%	nt	-1%	7
CC(=O)Nc1ccc(OCC(O)CN2CCN(Cc3ccccc3)CC2)cc1 (configuration not stated)	-1%	2%	-2%	-1%	-7%	-5%	9%	?	0%	0
CCOC(=O)C1=C(CSc2nc3ccccc3s2)NC(=O)NC1c1ccc(OC)cc1 (configuration not stated)	-8%	-5%	25%	?	0%	19%	-67%[inhibitor]	6%	1%	-12
Cc1ccccc1SCC(=O)Nc1cccc(C#N)c1	0%	-10%	4%	21%	1%	-5%	-51%[inhibitor]	1%	-3%	23
O=C(CN1C(=O)C(=O)N(C2CCCC2)C1=O)Nc1ccc(Cl)cc1C(F)(F)F	0%	0%	-10%	nt	-2%	nt	-19%	nt	3%	-2
O=C1c2ccccc2C(=O)N1CCc1nc(-c2cccnc2)no1	-4%	1%	-2%	6%	-2%	8%	8%	16%	6%	-7
CC1(C)OC(C(=O)NC2CCCCC2)C(C(=O)NC2CCCCC2)O1 (configuration not stated)	-1%	2%	-7%	-3%	-5%	5%	0%	-4%	22%	10
(further entries)
SMILES	S-ASM inh	TCR act	Mito fusion act	Menin MLL FP TR	TSG101-PTAP inh	MLL CXXC-DNA inh	a7 integrin act	MBNL1 CUG block	A-T KAP1 phos	TSHR antag
CCOC(=O)C1=C(C)N(CCCC(=O)O)C(=O)NC1c1ccccc1Cl (configuration not stated)	-6%	-7%	nt	nt	0%	nt	7%	nt	nt	nt
CCOC(=O)C1(CCOC)CCN(Cc2nc(-c3cccs3)oc2C)CC1	2%	-1%	0%	-26%	-4%	0%	27%	8%	-3%	-2
COc1cc(CN2CCNC(=O)C2CC(=O)N2CCCN(C(C)=O)CC2)cc(OC)c1 (configuration not stated)	6%	5%	-4%	nt	2%	-6%	8%	-9%	9%	-12
CCNC(=O)COC(=O)c1cc(C)n(-c2ccccc2)c1C	-1%	-18%	-3%	-1%	0%	0%	-13%	-7%	12%	3
Cc1n[nH]c(C)c1S(=O)(=O)N1CCCC(C(=O)NC2CCCc3ccccc32)C1 (configuration not stated)	-2%	-2%	0%	-2%	-5%	3%	-61%	1%	-4%	-8
CCCCn1c(NCc2ccc3c(c2)OCO3)nc2ccccc21	0%	-3%[46.1 µM]	4%	-9%	-5%	-3%	6%	-16%	9%	49
COc1cc(OC)cc(C(=O)N2CCN(c3ccccn3)CC2)c1	-2%	5%	4%	3%	-3%	-1%	11%	0%	6%	1
Brc1ccccc1-n1nnc(-c2cccnc2)n1	0%	9%	0%	-11%	0%	14%	10%	9%	11%	2
CN(C)CCOC(=O)COc1ccc(Cl)cc1	0%	2%	-5%&1%	8%	-2%	6%	nt	nt	3%	-4&2
CC(C)Nc1nc(Oc2ccc(Cl)cc2)cc(C(F)(F)F)n1	-3%	-3%	-1%	-16%	-3%	4%	23%	0%	?	23
O=S1(=O)CCN(Cc2cccc(C(F)(F)F)c2)CC1	-1%	-6%	0%	1%	-1%	10%	11%	-2%	3%	7
COc1ccc(OC)c(C(C)NC(=O)c2ccco2)c1 (configuration not stated)	2%	-4%	-4%	0%	-7%	-3%	5%	8%	5%	-8
CCOC(=O)/C(C#N)=C\c1ccc(OC)c(OC)c1	-2%	-3%	-2%	8%	0%	12%	-5%	?	-2%	-3
CCOCC(=O)Nc1ccc2c(c1)N(S(=O)(=O)c1cccs1)CCC2	0%	10%	9%	nt	0%	nt	12%	nt	15%	-4
Cc1ccc(-c2nnc(SCC(N)=O)n2C)cc1	1%	-1%	2%	-3%	0%	9%	0%	4%	-2%	17

Some of these compounds in order of their number in TSHR antag, falling:
SMILES	S-ASM inh	TCR act	Mito fusion act	Menin MLL FP TR	TSG101-PTAP inh	MLL CXXC-DNA inh	a7 integrin act	MBNL1 CUG block	TSHR antag
CCOC(=O)C1(CCOC)CCN(Cc2nc(-c3cccs3)oc2C)CC1	2%	-1%	0%	-26%	-4%	0%	27%	8%	-2
Cc1n[nH]c(C)c1S(=O)(=O)N1CCCC(C(=O)NC2CCCc3ccccc32)C1 (configuration not stated)	-2%	-2%	0%	-2%	-5%	3%	-61%	1%	-8
COc1cc(CN2CCNC(=O)C2CC(=O)N2CCCN(C(C)=O)CC2)cc(OC)c1 (configuration not stated)	6%	5%	-4%	nt	2%	-6%	8%	-9%	-12

Assay outcomes (PubChem BioAssay)

The list is partial, so the mix of outcomes need not match the whole.
